Kir21 block = blocks the mouse Kir2.1 inward-rectifier potassium channel | P35561 | HEK293-Kir2.1, FluxOR thallium flux fluorescence; stronger effect = lower value | B-score at 10 µM | 310,000 compounds, 0.85% hits | AID 1672;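 active = fluorescence ratio B-score at or below minus 3 SD of library scores, with starting-brightness B-score within 2 SD, cut at about -4.2 in these data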;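 note: channel flux triggered by added potassium and thallium sulfate stimulus; B-score of peak minus minimum fluorescence over baseline after thallium stimulus; more negative B-score means stronger Kir2.1 block with less thallium influx; some compounds called inactive have numbers as strong as hits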
Target sequence (P35561 whole entry, looked up): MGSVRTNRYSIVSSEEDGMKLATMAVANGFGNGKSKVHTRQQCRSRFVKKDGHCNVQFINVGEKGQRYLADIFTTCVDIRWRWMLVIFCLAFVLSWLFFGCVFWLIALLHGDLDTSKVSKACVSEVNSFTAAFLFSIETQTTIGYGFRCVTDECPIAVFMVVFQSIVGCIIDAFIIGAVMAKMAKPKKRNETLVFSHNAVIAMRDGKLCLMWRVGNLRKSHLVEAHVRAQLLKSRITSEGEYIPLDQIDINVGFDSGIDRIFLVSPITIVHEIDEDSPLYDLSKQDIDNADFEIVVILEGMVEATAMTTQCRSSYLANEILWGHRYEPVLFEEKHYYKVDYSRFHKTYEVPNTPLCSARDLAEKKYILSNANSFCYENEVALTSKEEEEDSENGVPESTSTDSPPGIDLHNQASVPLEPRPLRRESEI
STK33 inh = blocks human STK33 kinase activity; purified STK33, MBP phosphorylation, ADP-Glo luminescence; Q9BYT3; 320,000 compounds, 0.073% hits; inhibition, % at 10 µM;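 active = inhibition at or above 25%, using the most active replicate where run in duplicate; inactive = inhibition below 25%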
Target sequence (Q9BYT3 whole entry, looked up): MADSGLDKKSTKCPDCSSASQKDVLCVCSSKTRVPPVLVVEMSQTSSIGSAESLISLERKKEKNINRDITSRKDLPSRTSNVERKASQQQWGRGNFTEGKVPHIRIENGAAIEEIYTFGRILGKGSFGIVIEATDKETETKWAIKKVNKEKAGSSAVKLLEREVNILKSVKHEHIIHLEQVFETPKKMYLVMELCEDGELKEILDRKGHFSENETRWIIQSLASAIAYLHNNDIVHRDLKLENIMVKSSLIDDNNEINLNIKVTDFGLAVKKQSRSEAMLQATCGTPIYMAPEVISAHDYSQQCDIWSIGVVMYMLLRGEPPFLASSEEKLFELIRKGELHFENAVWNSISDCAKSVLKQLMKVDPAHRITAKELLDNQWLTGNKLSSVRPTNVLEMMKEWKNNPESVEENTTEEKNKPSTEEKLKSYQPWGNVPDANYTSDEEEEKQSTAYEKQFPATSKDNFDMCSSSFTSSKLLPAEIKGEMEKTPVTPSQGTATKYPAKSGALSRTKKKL
* hit, by the source's call; nt = no result given.

SMILES	Kir21 block	STK33 inh
O=C(c1ccccc1Br)N1CCN(c2ccccc2)CC1	0.31	-3.2
COc1ccc(N2CC(C)Cn3c2nc2c3c(=O)n(Cc3ccc(C)cc3)c(=O)n2C)c(OC)c1 (stereo not given)	-0.63	0.4
Cc1cc(C)cc(OCC(=O)O/N=C(\N)c2ccccc2Cl)c1	0.92	-2.9
CCN(CC)C(=O)c1cc2cc(Br)ccc2oc1=O	-1.4	-0.5
COC(=O)c1cccc(-n2[nH]nnc2=S)c1	-0.05	-1.7
Cc1cccc(-n2c(O)c(C=NCc3ccccn3)c3ccccc3c2=O)c1	2.1	-1.2
COc1ccc(C2CCCN2C(=O)Nc2ccc(F)cc2)cc1OC (stereo not given)	1.1	-1.8
O=C(Nc1cccnc1)c1ccc(F)c(S(=O)(=O)N2CCOCC2)c1	0.06	-0.6
O=C(O)c1ccc(SCc2ccccc2)nc1	0.22	-0.6
CCN(CC(=O)Nc1c(F)cccc1F)C(=O)CCSc1ccc(C)cc1	-3.1	-0.1
CS(=O)(=O)Nc1cccc(C2=NN(C(=O)CCCC(=O)O)C(c3cccs3)C2)c1 (stereo not given)	-2.2	-1.6
CC(C)C[C@@H]1NC(=O)N(CCN2CCOCC2)C1=O	1	1.0
C(#Cc1ccccc1)CN1CCOCC1	-1	-0.6
O=C(Nc1ccccc1C(F)(F)F)C(O)(c1ccccc1)C1CCCCC1 (stereo not given)	nt	-1.6
C/C(=N\OC(=O)c1cccc(Cl)c1)c1sc(C)nc1C	-0.32	0.4
COc1ccc(Cl)cc1NC(=O)CCS(=O)(=O)c1cc2c(cc1C)NC(=O)CO2	-0.46	-0.3
CCOC(=O)c1nnc(-c2ccc(C)cc2)nc1Oc1ccc(Cl)cc1Cl	-1.4	5.4
Cc1ccc(Cn2c(O)c(N=NC(=S)Nc3ccccc3F)c3ccccc32)cc1	0.56	-1.4
Cc1cc(C)c(S(=O)(=O)N2CCCC2CNC(=O)c2ccc3c(c2)OCO3)c(C)c1 (stereo not given)	-0.12	-1.3
C=CCOc1ccc(C(c2c(C(=O)O)[nH]c3ccccc23)c2c(C(=O)O)[nH]c3ccccc23)cc1	1.2	3.9
CCOC(=O)c1sc(NC(C)=O)nc1-c1ccccc1	0.28	0.7
Cc1ccc(S(=O)(=O)N2c3cc(C)ccc3OCC2C(C)(C)C)cc1 (stereo not given)	2	0.3
CCc1ccc[n+](-c2[nH]c(=O)sc2/C=N/N=C(\[O-])c2cccnc2)c1	0.77	3.1
CC1=C(C(=O)Nc2cccnc2)C(c2cccnc2)n2nc(-c3cccs3)nc2N1 (stereo not given)	2	-0.2
CC(C)Cn1c(N)c(C(=O)COC(=O)C2CC(=O)N(Cc3ccccc3Cl)C2)c(=O)n(C)c1=O (stereo not given)	-0.08	0.3
Cc1ccc(CNC(=O)CCc2nnc3ccc(NCCCN4CCCC4=O)nn23)cc1	-1.8	-1.1
COc1ccc(N2CCN(C(=O)c3oc4ccccc4c3NC(=O)Cc3ccc(OC)c(OC)c3)CC2)cc1	-0.19	-1.1
CCOc1ccc(NC(=O)CN(C)C(=O)CCCOc2ccc(Cl)c(C)c2)cc1OCC	0.44	-1.0
O=C(Nn1c(-c2ccc(Br)cc2)nc2ccccc2c1=O)c1ccncc1	1.4	-2.5
Cc1ccc(C(=O)N2N=C(c3ccccc3)CC2(O)C(F)(F)F)o1 (stereo not given)	1	nt
CC(C)(C)OC(=O)NCCCCCc1nnc(SCc2c(F)cccc2Cl)o1	-0.79	1.3
O=C(NCCN1CCOCC1)c1ccccc1OCc1ccccc1	nt	-0.3

Sorted by the number under Kir21 block (descending): some entries from above
SMILES	Kir21 block	STK33 inh
O=C(Nn1c(-c2ccc(Br)cc2)nc2ccccc2c1=O)c1ccncc1	1.4	-2.5
Cc1ccc(C(=O)N2N=C(c3ccccc3)CC2(O)C(F)(F)F)o1 (stereo not given)	1	nt
Cc1ccc(CNC(=O)CCc2nnc3ccc(NCCCN4CCCC4=O)nn23)cc1	-1.8	-1.1

Other structures follow:
SMILES	Kir21 block	STK33 inh
CCOC(=O)c1ccc(NS(=O)(=O)c2cc3c(cc2C)NC(=O)CO3)cc1	-0.03	-1.5
CCCn1c(SCC(=O)c2c(N)n(C3CC3)c(=O)[nH]c2=O)nnc1-c1ccncc1	nt	-0.2
N/C(=N\NC(=O)c1ccc(F)cc1)c1cc2ccccc2oc1=O	-0.2	-0.2
N#Cc1c(/N=C/c2cc(Br)cs2)sc2c1CCC2	-2.1	-1.4
O=C(COC(=O)c1ccco1)NCc1ccc(F)cc1	0	-0.1
Cc1c(Cl)c(C(=O)N2CCCc3ccccc32)nn1C	0.48	-1.6
CCCCn1c(N)c(N(CCC(C)C)C(=O)c2ccc(COc3ccccc3)o2)c(=O)[nH]c1=O	0.43	0.1
COc1ccc(NC(=O)c2cc(C)no2)cc1	1.2	-0.7
COc1cc(CCC(=O)Nc2nnc(-c3cccnc3)s2)cc(OC)c1OC	0.1	-3.5
O=C(CC(C(=O)O)P(=O)(c1ccccc1)c1ccccc1)c1ccccc1 (stereo not given)	-0.62	-0.8
Cc1ccsc1C(=O)Nc1cccc(-n2cnnn2)c1	-0.65	0.7
CC(C)CC(=O)Nc1cc(NC(=O)CC(C)C)cc(C(=O)NC(C)(C)C)c1	0.46	0.3
Cc1ccc(C(=O)N2CCN(c3ncnc4c(-c5ccccc5)nsc34)CC2)cc1	2.1	-0.5
COc1ccc2cc(C3(C)NC(=O)NC3=O)ccc2c1 (stereo not given)	-0.23	-1.1
CC(=O)N1CCN(C23CC4CC(CC(C4)C2)C3)CC1	-1.7	-0.3
COc1ccc(C)cc1NCc1cccc(OC)c1OC	0.05	0.3

Profiles as entered above. Order of values: Kir21 block, STK33 inh
CC(=O)N1CCN(C23CC4CC(CC(C4)C2)C3)CC1 is listed as -1.7, -0.3
N/C(=N\NC(=O)c1ccc(F)cc1)c1cc2ccccc2oc1=O is listed as -0.2, -0.2
CCN(CC(=O)Nc1c(F)cccc1F)C(=O)CCSc1ccc(C)cc1 is listed as -3.1, -0.1
Cc1cc(C)c(S(=O)(=O)N2CCCC2CNC(=O)c2ccc3c(c2)OCO3)c(C)c1 (stereo not given) is listed as -0.12, -1.3
Cc1ccsc1C(=O)Nc1cccc(-n2cnnn2)c1 is listed as -0.65, 0.7

(next part)
SMILES	Kir21 block	STK33 inh
Cc1ccnc(NC(=O)CCC(=O)N(CC(=O)NC2CCCCC2)Cc2cccs2)c1	-0.6	0.1
CC(=O)c1ccc(NC(=O)c2ccc(-n3cncn3)c([N+](=O)[O-])c2)cc1	-0.49	6.9
O=C(Nc1ccccc1)C1CC(=O)N(Cc2ccccc2)C1 (stereo not given)	-0.34	-0.7
CCC(C)NC(=O)CCc1c(C)nc2c(c(C)nn2-c2ccccc2)c1C (stereo not given)	0.61	-1.0
O=C(NC1CCCCC1)C1CCC(=O)N(Cc2cccc(C(F)(F)F)c2)C1 (stereo not given)	-0.17	0.2
Cc1c(Cl)cnc(NC(=O)COC(=O)c2ccc([N+](=O)[O-])s2)c1Cl	1.5	-0.1
CC(C)(C)c1ccc(OC(=O)Nc2ccc(O)c(C(=O)O)c2)cc1	1.4	-1.5
C=CCN(C(=O)Nc1ccccc1)C1CC(=O)N(c2ccc(OC)cc2)C1=O (stereo not given)	-0.61	0.1
O=C(CCC(=O)c1ccc(Oc2ccccc2)cc1)Nc1cccc(Cl)c1	1.2	-0.5
CC(C)C(C(=O)NCC1CCCO1)N(C(=O)CNS(=O)(=O)c1ccccc1)C1CCCCC1 (stereo not given)	-0.08	-1.7
Fc1ccc(/C=N/NC2=Nc3cccc4cccc2c34)cc1	-1.9	-1.5
COC/C=C/C1=CC2=CC(=O)C(C)(OC(=O)c3cnc4ccccc4n3)C(=O)C2=CN1c1ccccc1 (stereo not given)	-0.51	0.2
O=C(NCCCN1CCCC1=O)c1cc(-c2ccc(F)cc2)nc2ccccc12	nt	-2.4
N=C1/C(=C/c2ccc(-c3cccc(C(=O)O)c3)o2)C(=O)N=C2SC(CC(=O)N3CCOCC3)=NN12	-0.68	6.4
Cc1ccc(S(=O)(=O)/N=C2\C=C(Nc3cccc(C(=O)O)c3)C(=O)c3ccccc32)c(C)c1	2.2	7.1
COc1ccccc1NC(=O)CCSc1nnc(-c2ccc(O)cc2)o1	0.57	1.4
O=C(Nc1ccc(F)cc1F)N1CCCC(c2nc(-c3ccc(F)cc3)no2)C1 (stereo not given)	-0.09	nt
COC(=O)c1cc(C(=O)N2CCc3ccccc32)cc([N+](=O)[O-])c1	-0.37	-0.4
O=C(Cn1cc2c(n1)CCCCC2)Nc1c(F)c(F)cc(F)c1F	1.1	-0.4
COC(=O)c1cc(C#N)c(N2CCN(C)CC2)nc1C	-0.3	0.0
Cc1onc(-c2ccccc2)c1C(=O)Nc1nnc(CC(C)(C)C)s1	-0.59	-0.1
c1ccc2[nH]c(NCCN3CCOCC3)nc2c1	0.21	0.0
Cc1cccc(-n2cc[nH]c2=S)c1	1.2	-0.2
COC(=O)CN1C(=O)C(O)(CC(=O)c2ccccc2)c2ccccc21 (stereo not given)	1.7	-1.4

More records
compound | Kir21 block | STK33 inh
Cc1cc(Br)ccc1NC(=O)CN1C(=O)C2CC=CCC2C1=O (stereo not given) | nt | 0.9
CCCN(Cc1cc2cccc(C)c2[nH]c1=O)C(=O)c1cccc(OC)c1 | -1.3 | -0.2
Cn1c(SCC(=O)Nc2ccc(NC(=O)c3ccccc3)cc2)nnc1-c1ccncc1 | 1.8 | -2.0
Cc1ccc2[nH]c(O)c(N=Nc3nc4ccccc4s3)c2c1 | -0.49 | 0.4
CCOC(=O)N1CCC(N2Cc3cccc(C(=O)NCc4ccc(C)cc4)c3C2=O)CC1 | -1.6 | -0.8
CCCc1cc(=O)[nH]c(SCC(=O)Nc2sc(C(N)=O)c(C)c2C(=O)OCCOC)n1 | nt | -0.5
COc1ccccc1NC(C)C(=O)N/N=C/c1cccs1 (stereo not given) | -1.8 | 0.1
COc1ccc(NC(=O)NN2CCN(C)CC2)c(OC)c1 | 0.74 | -1.2
CCOc1ccc(CCNC(=O)COC(=O)CCS(=O)(=O)c2ccc(C)cc2)cc1OCC | 1.6 | 1.2
COc1ccccc1CCNC(=O)C(=O)NCC1OCCN1S(=O)(=O)c1ccccc1 (stereo not given) | -0.48 | -0.2
CCCn1c(C(=O)OC)cc2c1ccn2-c1ccc(F)cc1 | -0.36 | -0.3
COc1ccccc1N1C(=O)C2C3C=CC(C3)C2(C)C1=O (stereo not given) | -0.16 | -1.8
Nc1nc(N2CCN(C(c3ccccc3)c3ccccc3)CC2)n[nH]1 | 0.79 | 0.4
CCCn1nnnc1NCc1cccc(OC)c1OCC | -1.3 | -1.1
COc1ccc(CNC(=S)N/N=C(\C)c2ccc(OC)cc2)cc1 | 1.2 | 1.4
COc1ccccc1CN(C)CC(=O)Nc1cccc(S(=O)(=O)N2CCCC2)c1 | nt | -0.4
COc1ccc(-c2onc(C)c2-c2cnn(-c3ccccc3)c2)c(O)c1C | 0.22 | -0.3
CCOc1ccc(N=C/C=C/c2ccccc2)c(O)c1 | 0.35 | 2.0
CCn1c(C)nc2cc(C(=O)NNS(=O)(=O)c3c(F)cc(F)c(Cl)c3F)ccc21 | -0.44 | 0.4
COCCN(Cc1ccccc1)C(=O)c1cccc(S(=O)(=O)N2CCN(c3ccccc3)CC2)c1 | -0.4 | -0.5
Cc1ccc(CC(=O)N2CCN(S(=O)(=O)c3ccccc3)CC2)cc1C | -0.78 | 0.1
COc1ccc(C2CC(c3ccccc3)=NN2C(=S)Nc2ccccc2)cc1 (stereo not given) | -3.2 | 1.2
CC(C)(C)n1cnc2cc(NS(=O)(=O)c3ccccc3)ccc21 | 1.3 | -0.2
O=c1[nH]nc(SCc2nc3ccccc3s2)n1C1CC1 | 0.67 | -1.9
O=C(c1cccc(S(=O)(=O)N2CCOCC2)c1)N1CCN(S(=O)(=O)c2cccs2)CC1 | -2.3 | 0.6
Cc1nccn1CC(=O)N/N=C/c1cccc(O)c1 | 0.72 | -0.2
Cc1occc1C(=O)NCc1nc(-c2ccccc2)no1 | 0.04 | 0.8
CS(=O)(=O)N(Cc1ccccc1)c1ccc(C(=O)NC2CCCCC2O)cc1 (stereo not given) | 2.3 | 0.5
COc1ccc(C)cc1NC(=O)C1CCN(C(=O)c2ccco2)CC1 | 0.96 | -0.1
CCOC(=O)Cc1nnc(Nc2cccc(O)c2)c2ccccc12 | -1 | 1.7
CCc1nnc(NC(=O)CSc2nnc(-c3cccnc3)n2C)s1 | 1.4 | 0.0
CCN(CC)c1nc(C#N)nc(N(CC)CC)n1 | -0.41 | nt
COc1ccccc1OCc1nc(C#N)c(NCc2ccco2)o1 | -1.3 | -0.5
Nc1ccc(N2CCCCC2)cc1N1CCCCC1 | 0.74 | 2.0
COc1ccc(Cl)cc1CNCCCSc1ncccn1 | -0.05 | 1.0
O=C(CCc1ccccc1)Nc1nc2n(n1)C(c1ccc(Cl)cc1)CC(=O)N2 (stereo not given) | 1.8 | -1.2
COCCn1c(=S)[nH]c2ccc(N(C)C)cc2c1=O | -0.76 | 0.1
Cc1ccc(C)c(NC(=O)CSc2nncn2C)c1 | 0 | nt
CCCC1=NN(C(=O)CCc2ccccc2O)C(O)(C(F)(F)F)C1 (stereo not given) | -2.6 | -0.8
O=C(CN(C(=O)c1cccc([N+](=O)[O-])c1)C1CCCCC1)Nc1ccc(Cl)c([N+](=O)[O-])c1 | 2 | -0.9
COc1ccc(CCNS(=O)(=O)c2ccc(Br)cc2)cc1OC | -2.9 | -0.4
CN1CCN(S(=O)(=O)c2ccc3c(c2)CC(=O)N3C)CC1 | 3 | -1.7
Cc1ccc(NS(=O)(=O)N2CCOCC2)c(C)c1 | -1.1 | -3.7

Bioassay records deposited in PubChem by several laboratories.
